Screening results from PubChem BioAssay.
SMARCA2 act: activators of SMARCA2 function; MG213 cells, MMTV-luciferase reporter, dexamethasone, overnight; activation, % at 9.1 µM; actives 1% (n = 370,000); in the data active = activation above about 7.8%;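 also: 0% = vehicle wells and 100% = reference activator wells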
PLCg1 inh: PLC-gamma1 (human) inhibition, primary screen; inhibition, % at 12.2 µM; actives 0.84% (n = 370,000); P19174; AID 720700; purified PLC-gamma1, fluorogenic substrate, fluorescence; in the data active = inhibition above about 9.5%
hcDAF-12 act: activates DAF-12 receptor from parasite H. contortus; AID 652067; HEK293 hcDAF-12 lit1-tk-luc reporter, luminescence; 0% DMSO, 100% Δ7-dafachronic acid; actives 1.4% (n = 370,000); activation, % at 6.8 µM;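 active = activation above the mean of all tested compounds plus 3 SD, cut at about 5.5% in these data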;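 also: 100% = response to 3 µM Δ7-dafachronic acid high control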
ADAM17 inh: ADAM17 inhibition, QFRET primary screen | P78536 | recombinant ADAM17, EDANS/DABCYL FRET peptide cleavage | inhibition, % at 6.95 µM | actives 0.83% (n = 370,000) | AID 720648;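 active = inhibition above the mean of compounds lying between control limits plus 3 SD, set per campaign, cut at about 8.5% in these data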;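 also: 0% = DMSO-only wells as the low control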
ssDAF12 agonist: activators of S. stercoralis DAF-12 nuclear receptor | activation, % at 6.8 µM | HEK293 ssDAF-12/GRIP1 lit1-tk-luc reporter, luminescence; % of 3 µM dafachronic acid response | actives 1% (n = 370,000);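 active = activation above the mean over all tested compounds plus 3 SD, cut at about 0.9% in these data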;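 also: 0% = DMSO-only wells and 100% = 3 µM delta7-dafachronic acid wells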
NR1D1 modulator: modulators of human Rev-erb alpha DNA binding; P20393; Rev-erbα–FITC-DNA binding, fluorescence polarization, 90 min; activity, % at 10 µM; actives 0.79% (n = 370,000); AID 1259318;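 active = activity above about 14%, limit read from the data; passing the limit was not always enough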;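 also: 0% = DMSO wells with 35 nM protein and 100% = DMSO wells with 750 nM protein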
hgDAF-12 ag: activates the H. glycines DAF-12 receptor ligand-binding domain | HEK293 GAL4-hgDAF12 UAS-luciferase reporter, agonist luminescence; normalized to butyrate control | activation, % at 6.8 µM | actives 1.8% (n = 370,000);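 active = activation above a cutoff set at the mean of all screened compounds plus 3 SD, cut at about 10% in these data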;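 also: 0% = DMSO wells and 100% = sodium butyrate wells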
DAX1 inh-1: inhibits human nuclear receptor DAX1. actives 0.99% (n = 340,000). inhibition, % at 6.75 µM. HEK293 Gal4-DAX1 luciferase reporter, luminescence. AID 504766;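 active = inhibition above the mean over all tested compounds plus 3 SD, cut at about 4.2% in these data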;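 also: 0% = DAX1-transfected cells with DMSO and 100% = empty-vector control cells with DMSO; inhibition shows as a rise in luminescence from relieved DAX1 repression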
DAX1 inh-2: inhibitors of DAX1 repression of SF-1 activated StAR promoter; HEK293T StAR-luciferase reporter, SF-1/DAX-1 repression relief; inhibition, % at 6.8 µM; actives 1.1% (n = 370,000); AID 652010;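 active = inhibition above the mean over all tested compounds plus 3 SD, cut at about 3.6% in these data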;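 also: 0% = DAX-1 cells with DMSO and 100% = cells lacking DAX-1 with DMSO; higher inhibition means more luminescence from relief of DAX-1 repression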
MBD2 inh: blocks human MBD2 binding to methylated DNA | actives 0.31% (n = 370,000) | Q9UBB5 | inhibition, % at 4.4 µM | AID 686964 | TR-FRET, MBD2 binding to methylated oligonucleotide; in the data active = inhibition above about 13%
PLC-beta3 inh: PLC-beta3 (human) inhibition, primary screen. Q01970. Purified PLC-beta3, fluorogenic substrate, fluorescence. inhibition, % at 12.2 µM. actives 0.18% (n = 370,000). AID 720704; in the data active = inhibition above about 11%;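 also: 0% = median of compound wells on plate and 100% = full blocker control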
Target sequence (Q01970 whole entry, looked up): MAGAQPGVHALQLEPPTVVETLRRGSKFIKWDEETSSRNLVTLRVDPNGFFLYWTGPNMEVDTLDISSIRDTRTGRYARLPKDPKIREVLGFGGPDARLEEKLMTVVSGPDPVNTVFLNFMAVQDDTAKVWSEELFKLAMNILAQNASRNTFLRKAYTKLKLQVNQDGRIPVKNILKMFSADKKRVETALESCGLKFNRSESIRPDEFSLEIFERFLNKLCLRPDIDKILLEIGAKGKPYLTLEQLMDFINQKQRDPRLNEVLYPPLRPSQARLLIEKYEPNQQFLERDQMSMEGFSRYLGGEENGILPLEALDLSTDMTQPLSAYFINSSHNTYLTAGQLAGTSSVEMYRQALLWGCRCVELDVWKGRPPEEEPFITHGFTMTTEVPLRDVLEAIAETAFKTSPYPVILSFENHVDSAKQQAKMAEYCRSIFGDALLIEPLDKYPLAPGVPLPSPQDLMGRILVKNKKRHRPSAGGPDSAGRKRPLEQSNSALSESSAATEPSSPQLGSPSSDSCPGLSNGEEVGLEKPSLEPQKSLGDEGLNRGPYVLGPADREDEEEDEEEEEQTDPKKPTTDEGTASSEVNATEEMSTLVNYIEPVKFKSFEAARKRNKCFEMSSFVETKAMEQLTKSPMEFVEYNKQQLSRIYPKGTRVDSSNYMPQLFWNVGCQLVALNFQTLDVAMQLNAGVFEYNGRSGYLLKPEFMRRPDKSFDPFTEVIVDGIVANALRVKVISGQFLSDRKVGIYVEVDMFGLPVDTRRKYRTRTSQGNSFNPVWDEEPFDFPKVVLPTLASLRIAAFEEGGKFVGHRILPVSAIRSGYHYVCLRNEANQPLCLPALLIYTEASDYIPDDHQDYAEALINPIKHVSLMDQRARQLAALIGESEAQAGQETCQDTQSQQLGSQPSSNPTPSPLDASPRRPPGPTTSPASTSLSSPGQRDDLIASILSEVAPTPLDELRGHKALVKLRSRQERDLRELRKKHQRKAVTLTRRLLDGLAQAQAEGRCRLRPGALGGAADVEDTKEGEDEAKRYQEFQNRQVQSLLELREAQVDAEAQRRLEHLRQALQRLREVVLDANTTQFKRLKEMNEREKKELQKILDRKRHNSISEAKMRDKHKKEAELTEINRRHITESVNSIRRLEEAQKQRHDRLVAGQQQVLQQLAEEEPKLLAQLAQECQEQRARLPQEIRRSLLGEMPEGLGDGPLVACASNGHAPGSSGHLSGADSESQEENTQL
The depositor's hits bear a star; i = inactive; · = not tested or not shown; & = joins results of further samples.

SMILES	SMARCA2 act	PLCg1 inh	hcDAF-12 act	ADAM17 inh	ssDAF12 agonist	NR1D1 modulator	hgDAF-12 ag	DAX1 inh-1	DAX1 inh-2	MBD2 inh	PLC-beta3 inh
Cc1nc2c(C)cccc2cc1C(=O)N/N=C/c1ccc(O)cc1	-3	-7	0.9	-5	-1.7	5	0.8	0.6	0.8	-5	-3
COc1ccc(-c2noc(=O)n2Cc2cc(C)ccc2C)cc1	-3	-2	-0.1	3	-1.9	3	-0.4	-1.8	-1.8	4	-1
CCCCC(=O)N(C)c1c(C)nc2ccc(C(=O)N3CCCCC3)cn12	-6	-6	0.4	-2	-1.4	7	-1.9	·	-1.1	1	-4
O=C(N/N=C/c1ccc(O)c(O)c1)C1CC1	1	-5	0.6	-6	-1.1	-6	0.1	·	0.1	1	-12
CS(=O)(=O)c1cccc(OCCCN2CCC(C(O)(c3ccccc3)c3ccccc3)CC2)c1	-1	1	0.6	-2	-1.1	-5	0.3	·	1.5	4	8
O=c1cnnc(Nc2ccc(Nc3ccccc3)cc2)[nH]1	4	4	-0.5	1	-0.7	0	-0.5	-0.8	0.6	-3	1
CCc1ccc(S(=O)(=O)N(C(=O)c2ccncc2)c2ccc(OC(=O)c3ccncc3)cc2)cc1	-5	0	-2.2	5	-1.3	-5	-3.8	-0.8	-1.1	4	-2
CCOC(=O)C1=C(COC(=O)/C=C/c2ccc(Cl)cc2)NC(=O)NC1C (stereo not drawn)	-2	-1	-0.9	-5	-0.8	-1	0.5	0.1	0.0	2	-7
Cc1ccc(NC(=O)CCNC(=O)c2ccc(Br)cc2)nc1	1	0	-0.7	-1	-1.3	-1	1.1	-0.5	0.8	-3	-2
Cc1ccc(S(N)(=O)=O)cc1NC(=O)/C=C/c1ccc2c(c1)OCO2	-1	-26	0.4	-25	-1.3	6	0.1	-0.1	-0.3	-6	-45
CC(c1ccccc1)N1CCn2c(nc3cc(NC(=O)NC4CCCCC4)ccc32)C1 (stereo not drawn)	2	i	0.5	-382	-1.2	-2	-1.1	0.3	-0.9	4	i
Cc1cc(SCc2ccc([N+](=O)[O-])cc2)nc(=O)[nH]1	-1	-1	-1.5	-1	-0.5	-1	0.4	0.0	-0.1	4	-9
CCOC(=O)N1CCC(NC(=O)Cn2cccc2C(=O)c2ccccc2C)CC1	-2	-1	-1.7	0	-1.2	-5	-0.3	-0.5	-0.4	-7	0
COc1ccc(N(C(=O)COc2cccc(C)c2)S(=O)(=O)c2ccc(C)cc2)cc1	-3	3	-0.2	5	-0.8	-8	4.1	0.0	0.0	1	3
CCn1c2ccccc2c2cc(/C=N/n3cn[nH]c3=S)ccc21	-3	-383	-3.2	-18	-1.7	0	-4.5	-3.7	-1.8	3	i
Nc1nc(SCC(=O)c2cc3ccccc3o2)n[nH]1	-4	-14	1.1	-1	-0.4	7	1.6	0.1	0.0	-5	-23
COc1cccc(C(=O)COC(=O)COc2c(C)cc(C)cc2C)c1	0	-4	0.4	-2	-1.2	-2	2.8	0.5	0.5	2	-12
COc1ccc(C(=O)Cc2cc3ccccc3oc2=O)cc1	4	1	3.2	-1	-0.1	3	6.7	0.3	0.4	3	3
COCCn1cc(C(=S)N2CCOCC2)c2ccccc21	-3	0	0.1	0	-1.2	-4	0.6	0.8	-0.3	3	2
Cc1ccc(NC(=O)CN(C)CC(=O)Nc2ccc(N3CCOCC3)cc2)c(C)c1	-4	0	-1.3	-1	-1.4	0	-1.6	-0.7	-0.1	1	4

Not a retest: an excerpt of the list.
SMILES	SMARCA2 act	PLCg1 inh	hcDAF-12 act	ADAM17 inh	ssDAF12 agonist	NR1D1 modulator	hgDAF-12 ag	DAX1 inh-1	DAX1 inh-2	MBD2 inh	PLC-beta3 inh
Cc1ccc(S(N)(=O)=O)cc1NC(=O)/C=C/c1ccc2c(c1)OCO2	-1	-26	0.4	-25	-1.3	6	0.1	-0.1	-0.3	-6	-45
CC(c1ccccc1)N1CCn2c(nc3cc(NC(=O)NC4CCCCC4)ccc32)C1 (stereo not drawn)	2	i	0.5	-382	-1.2	-2	-1.1	0.3	-0.9	4	i

(more compounds)
SMILES	SMARCA2 act	PLCg1 inh	hcDAF-12 act	ADAM17 inh	ssDAF12 agonist	NR1D1 modulator	hgDAF-12 ag	DAX1 inh-1	DAX1 inh-2	MBD2 inh	PLC-beta3 inh
COc1ccc(CN2CCOCCOCCN(Cc3ccc(OC)cc3)CCOCCOCC2)cc1	2	3	-1.3	-4	-1.1	5	1.8	-0.3	-0.1	1	-4
COc1cc(C2(C)SCCCS2)cc(OC)c1OC	-4	3	4.2	2	0.1	1	-1.2	·	-0.8	-5	2
O=C(NCCc1ccncc1)C(F)(F)F	-2	11*	-1.1	-8	-1.3	3	-0.5	1.1	-0.2	7	-1
C[C@H]1C2CC(OC(=O)Nc3ccc(C(F)(F)F)cc3)C(C2)[C@H]2CCCCN21 (stereo partly drawn)	-3	6	-0.9	0	-0.6	5	0.4	·	0.9	-1	2
O=C(CCCOc1ccccc1)Nc1ccncc1	0	0	-1.4	-1	-1.0	0	0.0	-0.3	0.0	-2	3
C/C(=N\Nc1nc(C)cc(-c2ccccc2)n1)c1ccc(O)cc1	-1	-26	0.4	1	-1.3	-2	-1.7	0.1	0.1	0	-32
O=C(CCS(=O)(=O)c1cccc2nonc12)N1CCN(c2ccc(F)cc2)CC1	-3	3	1.1	1	-0.4	-1	-2.1	-0.4	-0.3	1	1
COC(=O)[C@]12C[C@H](CC(=O)N3CCCCC3)C(=O)N(CCc3ccc(OC)c(OC)c3)C1=C[C@H](C(C)(C)C)O[C@@H]2C	3	2	3.6	-2	-1.4	-2	-1.0	·	-1.2	-3	4
CC[n+]1c(C)n(C)c2cc(S(=O)(=O)N(C)C)ccc21	-3	9	-0.3	-2	-0.6	5	2.4	0.6	0.9	-4	5
O=C(O)/C(=C\c1c(C(=O)O)[nH]c2cc(Cl)cc(Cl)c12)c1ccccc1	0	-5	-0.8	-5	-0.6	-5	2.0	-2.0	-0.1	-6	-8
N/C(=N\OC(=O)CSc1ccccc1)c1ccc([N+](=O)[O-])cc1	6	-4	1.4	-2	-0.4	-5	9.1	2.5	0.5	4	-6
CN1C(=O)C(O)(CC(=O)/C=C\c2ccc3c(c2)OCO3)c2ccccc21 (stereo not drawn)	0	-7	-0.5	-10	-1.3	-1	1.8	·	0.5	-4	-12
COc1ccc(C(O)c2nc(-c3ccc(Cl)cc3)cs2)cc1 (stereo not drawn)	-5	0	-1.4	2	-1.5	-9	3.0	·	-0.7	4	-4
C(=N\N1CCN(c2ccccn2)CC1)/c1ccco1	1	1	-1.7	0	-1.0	0	2.1	-0.9	0.1	-4	2
Cc1cc(C)nc(N/N=C/c2ccco2)n1	1	0	-1.2	-2	-0.8	-3	-0.7	0.3	0.5	-1	-2
Cc1ccc(Cl)cc1NC(=S)N(CCN(C)C)Cc1cccs1	-2	-2	-0.5	-2	-1.4	-4	-2.4	0.2	-0.1	1	-5
COc1ccc(Cc2c(O)nc(SCC(=O)NC34CC5CC(CC(C5)C3)C4)[nH]c2=O)cc1	4&-1	1&3	1.2&-2.2	-2&-3	-1.9&-1.2	-1&2	1.7&-2.3	-0.4&-0.6	0.5&-0.1	2&2	-3&0
O=C1CC(c2ccc(Cl)cc2)n2nc(NS(=O)(=O)c3ccc(F)cc3)nc2N1 (stereo not drawn)	0	-2	-0.9	-3	-0.8	-1	1.7	1.6	-0.1	-3	-4
O=C(NN=Cc1cc([N+](=O)[O-])ccc1O)c1cccc2ccccc12	-3	1	-0.2	-3	-1.3	4	-1.8	1.7	0.2	-1	0
Cc1c(-c2nc(-c3ccc(C(F)(F)F)cc3)no2)n(C)oc1=O	7	-31	9.5*	-15	-0.3	3	9.4	·	1.5	3	-36
CC(C)(C)C(=O)Nc1cccc(-c2nc3ccccc3[nH]2)c1	2	-6	-1.7	-6	-1.4	4	-0.3	-1.5	0.0	2	-4
CC1=C(C(=O)NC2CC(C)(C)Cc3c2cnn3-c2cccc(F)c2)OCCO1 (stereo not drawn)	-4	1	-0.6	-1	-0.8	0	3.0	0.5	0.2	2	-8
COc1cc(NC(=O)CSc2nc(C)cs2)cc(OC)c1	1	0	-1.5	1	-1.1	-7	-0.8	0.2	-0.1	-7	1
Cc1ccc(/C=N/NC(=O)c2c(-c3ccccc3)noc2C)c(O)c1	-2	-14	-3.2	-5	-1.2	3	-3.7	0.7	-3.2	3	-17
O=C(Nc1ncn[nH]1)c1ccccc1Br	-3	3	0.1	-3	-1.2	-2	0.1	0.1	-0.6	1	0
O=C(COc1ccc(Cl)cc1)N1CCCCC1	4	3	0.0	0	-1.1	0	2.9	1.5	0.4	2	7
CC(=O)N(Cc1cc(=O)[nH]c2ccccc12)c1ccccc1C	-3	-1	4.1	-10	-0.4	2	3.5	-0.1	-0.5	2	-7
CCC(C)(CC(=O)O)CC(=O)Nc1cc(C(F)(F)F)cc(C(F)(F)F)c1 (stereo not drawn)	0	-3	-2.0	-2	-1.3	3	-1.0	0.7	0.2	-3	-6
CN1CCN(CCC(=O)Nc2cccc(Br)c2)CC1	0	5	-0.3	-6	0.1	-6	-0.1	-0.7	0.4	9	-5
S=C(NCC1CCCO1)Nc1ccc(Nc2ccccc2)cc1 (stereo not drawn)	-4	3	-1.4	-3	-1.4	7	-4.7	-0.5	-0.6	9	-2
CCOc1ccccc1CN1CCN(Cc2[nH]c3ccccc3c2C)CC1CCO (stereo not drawn)	-5	-1	-1.2	-6	-1.0	-3	0.3	-0.9	0.1	10	1
CCOC(=O)c1c(C)[nH]c(C)c1C(=O)COc1ncnc2ccccc12	0	0	-1.5	-3	-1.5	3	-2.6	-1.2	0.2	-4	1
CCCc1nn(-c2ccccc2)c2c1C(c1cccs1)C(C#N)=C(N)O2 (stereo not drawn)	-1	-3	-1.6	-1	-1.7	-1	0.2	-0.7	-0.4	-5	-2
O=C(N/N=C/c1cccc(OC(=O)N2CCOCC2)c1)c1cccs1	1	3	3.7	1	-1.1	-2	11*	0.8	1.0	-7	0
CCOCCn1c(CN2CCN(C(c3ccccc3)c3ccccc3)CC2)nc2c1c(=O)n(C)c(=O)n2C	-1	1	-1.6	-6	-0.9	-5	4.1	-0.4	0.1	1	-5
COCCNC(=O)Cn1ccc2cc(S(=O)(=O)N3CCCCCC3)ccc21	-4	2	-1.6	-3	-1.1	-3	-1.1	0.3	1.0	-6	-7
CCc1cc(C(=O)OC)c(NC(=O)CC2Nc3cc(C)c(C)cc3NC2=O)s1 (stereo not drawn)	-1	-1	2.8	-2	-1.2	-2	1.2	0.0	0.3	0	-2
O=C(CSc1nc2ccccc2c(=O)n1-c1ccc(F)cc1)Nc1ccc(Cl)c(S(=O)(=O)N2CCOCC2)c1	-1	0	-1.2	7	-2.2	63*	-3.4	-2.9	-1.8	1	0
COc1ccc2c(C)cc(SCC(=O)Nc3c(C)n(C)n(-c4ccccc4)c3=O)nc2c1	-1	3	1.8	5	0.0	-1	2.1	-1.4	0.1	-4	1
COc1ccc(S(=O)(=O)Nc2ccc3c(c2)C(=O)N([C@H](C)CO)C[C@H](C)[C@@H](CN(C)C)OCCCC[C@H](C)O3)cc1	-4	1	-1.4	-3	-1.2	-6	-1.9	·	0.7	2	0
Cc1ccc(S(=O)(=O)NCC(=O)N2CCOCCOCCOCC2)cc1	1	0	-1.8	1	-0.9	0	-1.5	0.5	-0.2	-4	0
O=C(CSc1nc2ccccc2n1Cc1ccccc1)NNC(=S)Nc1ccccc1	4	3	-1.9	5	-1.4	1	-0.7	·	-1.2	-2	3
